Screens from PubChem.
NPC1 prom act = qHTS Assay for NPC1 Promoter Activators. hit rate 2.4% among 320,000. Potency, µM (titrated, usually from 9.22 µM), inactives show at the highest dose activation, usual class: activators. Huh7 NPC1 promoter luciferase reporter, 24 h;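 also: potency is read from the fitted curve at half-maximal effect; % of control where 0% means no effect; nearly all actives have a fitted effect of over 60% in size; reporter is driven by a mutant NPC1 promoter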
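Compounds in DMSO were transferred onto Huh7 NPC1-luciferase reporter cells pre-incubated 2 h; after 24 h at 37 °C, Amplite reagent was dispensed and luminescence recorded 10 min later.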
uPA generation = qHTS for Inhibitors of Cell Surface uPA Generation; cell surface uPA generation assay, qHTS; hit rate 0.31% among 330,000; Potency, µM (titrated, usually from 38.3 µM), without a hit: at the highest dose activity change, negative = inhibition, actives largely listed as inhibitors; AID 540303, 2011; active = well fitted inhibition curve with a large enough effect; inconclusive = small, poorly fitted or top-dose-only effect; inactive = no such curve, though single readings can be large or run the other way; tested in mouse RAW 264.7 cells; also: potency is read from the fitted curve at half-maximal effect; % is scaled to controls: 0 for no effect and ±100 for the full control effect; nearly all actives have a fitted effect of over 55% in size
VP16 counter = VP16 counterscreen qHTS for inhibitors of ROR gamma transcriptional activity; Drosophila S2 Gal4-VP16 UAS-luciferase, luminescence, 20 h; Potency, µM (top dose mostly 53.6 µM), for inactives: at the highest dose activity, negative = inhibition, most hits filed as inhibitors; hit rate 3.5% among 310,000;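 also: Gal4-VP16 expression switched on by copper sulfate through the metallothionein promoter; potency is read from the fitted curve at half-maximal effect; % is scaled to controls: 0 for no effect and ±100 for the full control effect; nearly all actives have a fitted effect of over 50% in size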
Rab9 promoter act = qHTS Assay for Rab9 Promoter Activators | Potency, µM (series often up to 9.22 µM), for inactives: at the highest dose activation, negative = inhibition, usual class: activators | hit rate 2.8% among 320,000 | Huh7 Rab9 promoter-luciferase reporter, luminescence, 24 h; also: potency is read from the fitted curve at half-maximal effect; % of control where 0% means no effect; nearly all actives have a fitted effect of over 60% in size
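Luminescence from Amplite-detected luciferase (10 minutes, ambient) reports Rab9 promoter activation. Before that, stable Rab9-luciferase Huh7 cells (1500/well, reduced-serum OP-MEM I plus 10% FBS) were exposed to compound for 24 hours at 37C.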
FLuc modulator = qHTS profiling assay for firefly luciferase inhibitor/activator using purifed enzyme and Km concentrations of substrates (counterscreen for miR-21 project); Potency, µM (series often up to 57.5 µM), for the others: at the top dose activity change, negative = inhibition, hits mostly inhibitors; hit rate 6.9% among 360,000; purified FLuc, Km substrates, luminescence inhibition; AID 588342, 2011; Luciferin 4-monooxygenase (Photinus pyralis), P08659;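 also: potency is read from the fitted curve at half-maximal effect; plate controls were vehicle for no effect and reference inhibitor for full effect; nearly all actives have a fitted effect of over 55% in size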
Target sequence (P08659 whole entry, looked up): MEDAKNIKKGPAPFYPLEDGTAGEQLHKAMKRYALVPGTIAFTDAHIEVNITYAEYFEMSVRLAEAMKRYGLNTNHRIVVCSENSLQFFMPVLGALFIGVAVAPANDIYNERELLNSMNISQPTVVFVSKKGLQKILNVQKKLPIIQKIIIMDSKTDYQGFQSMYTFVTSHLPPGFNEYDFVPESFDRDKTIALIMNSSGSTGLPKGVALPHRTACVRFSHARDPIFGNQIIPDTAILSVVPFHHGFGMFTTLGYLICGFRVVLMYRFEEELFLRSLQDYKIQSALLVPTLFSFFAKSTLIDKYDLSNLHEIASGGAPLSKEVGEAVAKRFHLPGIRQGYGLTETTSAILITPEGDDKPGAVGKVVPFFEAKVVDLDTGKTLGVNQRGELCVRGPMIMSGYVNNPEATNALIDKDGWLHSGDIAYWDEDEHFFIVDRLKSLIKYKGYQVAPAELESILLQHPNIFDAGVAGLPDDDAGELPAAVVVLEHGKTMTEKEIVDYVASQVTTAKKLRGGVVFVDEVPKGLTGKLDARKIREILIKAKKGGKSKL
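Purified P. pyralis luciferase, 10 nM final, with Km-level 10 uM D-luciferin and 10 uM ATP in 50 mM Tris acetate pH 7.5, 10 mM Mg acetate, 0.01% Tween-20, 0.05% BSA; 6-point qHTS titration about 60 µM downward; luminescence read.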
RORg inh = qHTS for inhibitors of ROR gamma transcriptional activity; Potency, µM (highest dose often 53.6 µM), without a hit: at the top dose activity change, negative = inhibition, most hits filed as inhibitors; Nuclear receptor ROR-gamma (Mus musculus), P51450; Drosophila S2 Gal4-RORgamma UAS-luciferase reporter, 20 h; AID 2551, 2010; hit rate 5.4% among 310,000; also: potency is read from the fitted curve at half-maximal effect; % is scaled to controls: 0 for no effect and ±100 for the full control effect; nearly all actives have a fitted effect of over 60% in size
Target sequence (P51450 whole entry, looked up, the tested form may be a part): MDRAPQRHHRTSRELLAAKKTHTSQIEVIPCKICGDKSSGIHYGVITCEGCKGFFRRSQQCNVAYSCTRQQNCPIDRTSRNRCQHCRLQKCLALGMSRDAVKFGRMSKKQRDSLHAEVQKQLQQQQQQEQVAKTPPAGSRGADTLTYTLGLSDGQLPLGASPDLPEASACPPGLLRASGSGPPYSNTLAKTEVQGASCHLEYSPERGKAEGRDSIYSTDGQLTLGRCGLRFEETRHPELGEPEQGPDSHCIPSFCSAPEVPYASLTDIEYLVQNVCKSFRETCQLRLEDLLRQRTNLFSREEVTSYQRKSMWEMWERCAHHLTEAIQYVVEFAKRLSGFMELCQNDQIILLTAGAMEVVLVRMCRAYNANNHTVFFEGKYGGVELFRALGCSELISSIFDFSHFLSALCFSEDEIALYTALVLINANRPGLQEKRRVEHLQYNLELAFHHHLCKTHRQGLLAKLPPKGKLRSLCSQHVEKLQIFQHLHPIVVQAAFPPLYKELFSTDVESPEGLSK
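Schneider cells (Drosophila), stable Gal4 DBD–ROR gamma + UAS-luc; 1 hr cmpd preincubation; Cu2+ induction 700 uM final; 20 hr ambient; luminescence.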
ELG1 genotox = qHTS screen for small molecules that induce genotoxicity in human embryonic kidney (HEK293T) cells expressing luciferase-tagged ELG1; HEK293T ELG1-luciferase reporter, luminescence, 16 h; hit rate 1.3% among 330,000; Potency, µM (highest dose often 46 µM), for the others: at the highest dose activity change, positive = activation, most hits filed as activators; AID 504466, 2011; also: potency is read from the fitted curve at half-maximal effect; % of control where 0% means no effect; nearly all actives have a fitted effect of over 60% in size
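Screening used a luciferase reporter fused to human ELG1 in HEK293T cells. Luminescence was read on a CCD plate imager after 16 hr exposure and 30 min ONE-Glo incubation.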
KCNH2 3.1 inh = qHTS for Inhibitors of KCHN2 3.1: Mutant qHTS; hit rate 0.95% among 340,000; AID 720553, 2013; U2OS KCNH2 3.1, thallium flux FluxOr; active compounds read low; activity change, % (tested at about 1.8 µM);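 active = maximum activity change below -70%; inconclusive = maximum activity change from -70% to -50%; inactive = maximum activity change above -50%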;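 also: thallium influx rate constant from kinetic fluorescence after stimulation buffer; % is scaled to controls: 0 for no effect and ±100 for the full control effect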
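FluxOr-based Tl+ influx in U2OS cells transduced with KCNH2 3.1 virus; rate constants normalized to DMSO controls.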
Coupling enz = qHTS Assay for Inhibitors of Fructose-1,6-bisphosphate Aldolase from Giardia Lamblia: Coupling assay counterscreen. coupling enzyme system counterscreen, AmpLite Red fluorescence. activity change, negative = inhibition, % at 58.2 µM, hits read low. hit rate 0.67% among 290,000. AID 2472, 2010; in the data active = activity change below about -30%; also: % is scaled to controls: 0 for no effect and ±100 for the full control effect
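Compounds tested against the coupling enzymes alone at 57.5 uM final; readout was AmpLite Red fluorescence (525/598 nm) after 20 min at RT.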
Giardia killer = Small Molecules that selectively kill Giardia lamblia: qHTS. Giardia lamblia trophozoite viability. activity change, % at 7.66 µM, hits read low. hit rate 0.15% among 340,000; in the data active = activity change below about -80%; inconclusive = between about -30% and that limit;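 also: parasites exposed to compound for two days anaerobically before the ATP read; % is scaled to controls: 0 for no effect and ±100 for the full control effect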
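Each well holds 100 Giardia trophozoites and compound. After two days (48 hrs) at 37 deg C in anaerobic conditions, ATP is quantified by luminescence.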
Tb PFK inh = qHTS Assay to Find Inhibitors of T. brucei phosphofructokinase. ATP-dependent 6-phosphofructokinase (Trypanosoma brucei brucei), O15648. T. brucei PFK, ADP-Glo luminescence. Potency, µM (top dose mostly 57.5 µM), for inactives: at the highest dose activity, negative = inhibition, usual class: inhibitors. hit rate 0.17% among 330,000;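 also: potency is read from the fitted curve at half-maximal effect; 0% = uninhibited 1x PFK enzyme wells and -100% = no-enzyme wells; nearly all actives have a fitted effect of over 60% in size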
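Activity is normalized to no-enzyme wells (full inhibition) and 1.25 nM enzyme wells (no inhibition). Reaction: 0.5 mM F6P, 0.1 mM ATP, 45 min RT, ADP-Glo luminescence; concentration-response curves fitted and classed by quality.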
* hit, by the source's call; ? = inconclusive; / = no result given; & = joins results of further samples; [ ] = remark or other dose. Unless noted, calls follow the shape of the dose curve; as a rule, active = well fitted curve in the direction sought with a large enough effect; inconclusive = small, poorly fitted or top-dose-only effect, or another doubt; inactive = no such curve, though single readings can be large; an effect the other way counts as inactive or inconclusive.

| no. | structure | NPC1 prom act | uPA generation | VP16 counter | Rab9 promoter act | FLuc modulator | RORg inh |
| --- | --- | --- | --- | --- | --- | --- | --- |
| 1 | O=C(N[C@@H](Cc1c[nH]c2ccccc12)C(=O)NC1CC1)c1ccccc1Cl | ? | -7% | 17% | ? | ? | 32% |
| 2 | CN(C)CCNC(=O)Cn1c(=O)c2cccn2c2ccc(F)cc21 | -4% | ? | -1% | 3% | -1%&-2% | -6% |
| 3 | O=C(CSc1nnc(-c2cccs2)n1Cc1ccco1)Nc1ccc2c(c1)OCO2 | -1% | 5% | -17% | -2% | 1% | 12% |
| 4 | COc1ccc(S(=O)(=O)Nc2c(C)cc(C)cc2C)c2cccnc12 | -5% | -8% | -3% | 0% | 1% | -14% |
| 5 | Cc1cc(C)n2nc(SC(C)C(=O)NCc3ccco3)nc2n1 (centres undefined) | 26% | 9% | -7% | 1% | -2% | -6% |
| 6 | Cc1[nH]nc(-c2ccc(OCc3cnn(-c4ccccc4)c3)cc2O)c1Oc1ccc(Cl)cc1 | 1% | 0% | 4µM* | -11% | 1% | 2.2µM* |
| 7 | COc1cc2ncnc(NCc3ccco3)c2cc1OC | -4% | 1% | -3%[10 µM] | 3% | -4% | ? |
| 8 | CC(C)CC1(C(=O)NCc2cc(F)cc(C(F)(F)F)c2)C=CCN1C(=O)c1ccccc1 (centres undefined) | -9% | -23% | -13% | 3% | 3% | 1% |
| 9 | COC(=O)C1CSc2[nH]c(=O)sc2C1c1ccc(OC)c(OC)c1 (centres undefined) | -5% | -1% | -3% | -4% | 0% | -4% |
| 10 | O=C(Nc1cccc([N+](=O)[O-])c1)C1CC(=O)N(C2CCCCC2)C1 (centres undefined) | -1% | -2% | -6% | -10% | 1% | 15% |
| 11 | Cc1cc(C(=O)Nn2c(-c3ccc(Br)cc3)nc3ccccc3c2=O)ccc1[N+](=O)[O-] | -2% | 1% | ? | 19% | 3% | ? |
| 12 | Cc1cc2n(n1)C(c1ccccc1)CC(c1ccc(Br)cc1)=N2 (centres undefined) | 11% | ? | -8% | 12% | ? | 32% |
| 13 | CCOc1cc2[nH]c(=S)n(CCCOC)c(=O)c2cc1OCC | 0% | / | ? | -5% | -1% | 11µM* |
| 14 | CC(OC(=O)c1nc(Cl)ccc1Cl)C(=O)c1ccccc1 (centres undefined) | -2% | -2% | / | -3% | 3% | / |
| 15 | CCCc1cc(=O)[nH]c(SCc2nc3ccccc3o2)n1 | 1% | 2% | 0% | ? | -2% | 11% |

| no. | ELG1 genotox | KCNH2 3.1 inh | Coupling enz | Giardia killer | Tb PFK inh |
| --- | --- | --- | --- | --- | --- |
| 1 | ? | 6 | 0 | -5 | -4% |
| 2 | 6% | 9 | 0 | 16 | 0% |
| 3 | -5% | -11 | 4 | -13 | -7% |
| 4 | 0% | -4 | -1 | -5 | 0% |
| 5 | 0% | 5 | 0 | -8 | -7% |
| 6 | 8% | -13 | -2 | -5 | -2% |
| 7 | 6% | 5 | -2 | -3 | 0% |
| 8 | -1% | 17 | 3 | 32[activator] | 0% |
| 9 | 4% | 6 | / | 16 | 0% |
| 10 | -1% | 3 | 6 | 4 | -1% |
| 11 | -5% | 1 | 7 | 8 | 2% |
| 12 | 9% | -3 | -2 | -3 | 0% |
| 13 | 0% | 5 | 8 | -8 | 0% |
| 14 | -4% | -11 | / | -20 | -2% |
| 15 | ? | 11 | 0 | 8 | -9% |

Continued; it opens with the two that closed the last part.
| no. | structure | NPC1 prom act | uPA generation | VP16 counter | Rab9 promoter act | FLuc modulator | RORg inh |
| --- | --- | --- | --- | --- | --- | --- | --- |
| 14 | CC(OC(=O)c1nc(Cl)ccc1Cl)C(=O)c1ccccc1 (centres undefined) | -2% | -2% | / | -3% | 3% | / |
| 15 | CCCc1cc(=O)[nH]c(SCc2nc3ccccc3o2)n1 | 1% | 2% | 0% | ? | -2% | 11% |
| 16 | CC(C)c1nnc(NC(=O)c2cccc(NC(=O)C(F)(F)F)c2)s1 | 3.5µM* | -5% | 9% | 1.3µM* | 21µM* | 0% |
| 17 | CC1=NN(C(=O)c2ccc(Br)cc2)C(O)(c2ccccc2)C1 (centres undefined) | 0% | -2% | -3%[10 µM] | -5% | ? | ? |
| 18 | CCOc1ccccc1OCC(=O)Nc1ccc(N2CCCCC2)cc1 | 0% | 17% | 0% | 1% | -11% | 3% |
| 19 | Cc1c(NS(=O)(=O)c2ccccc2)cc(Cl)c(O)c1C | -3% | 1% | -2% | -4% | 1% | -41% |
| 20 | Cc1ccc(-c2nc3ccccc3c(=O)n2Cc2ccccc2)cc1 | -1% | 0% | 15% | -2% | -2% | 30% |
| 21 | CC(C)CNC(=S)NC1CC2CCC(C1)N2Cc1ccccc1 (centres undefined) | -2% | -6% | ? | -1% | 0% | 10µM* |
| 22 | CCn1c(SCC(=O)Nc2ccc(Br)cc2)nc2sc3c(c2c1=O)CCN(C)C3 | 0% | -3% | 7% | -3% | -1% | 39% |
| 23 | CC(C)(C)c1csc(Sc2ccc([N+](=O)[O-])cn2)n1 | -6% | -12% | -28% | -17% | ? | -37% |
| 24 | COc1ccc(OCc2cc(C(=O)NCC3CCOCC3)no2)c(Cl)c1 | ? | -2% | 5% | ? | 13µM* | 33% |
| 25 | CCOC(=O)C1CCCN(CC(=O)Nc2cccc(C(C)=O)c2)C1 (centres undefined) | 1% | -2% | -18% | -4% | -2% | -5% |
| 26 | O=C(Nc1nc(-c2cccc([N+](=O)[O-])c2)cs1)C(c1ccccc1)c1ccccc1 | 0% | 5% | 1% | -3% | 0% | 26% |
| 27 | CN(C)CCCN(C(=O)COc1ccccc1)c1nc2cc3c(cc2s1)OCCO3 | 10% | -9% | -1% | 2% | -7% | -1% |
| 28 | O=C(Nc1ccccc1C(=O)NC(Cc1ccc(O)cc1)C(=O)O)c1ccccc1 (centres undefined) | -1% | 1% | -14% | -1% | ? | -14% |
| 29 | O=C(C1=C(O)C(=O)N(CCN2CCOCC2)C1c1ccc(Cl)cc1)c1cc2ccccc2o1 (centres undefined) | -7% | -6% | -3% | 2% | -8% | -10% |
| 30 | COc1ccc(CCCC(=O)NC(C)c2ccccc2)cc1 (centres undefined) | 1% | 2% | -19% | -2% | 4% | -4% |

| no. | ELG1 genotox | KCNH2 3.1 inh | Coupling enz | Giardia killer | Tb PFK inh |
| --- | --- | --- | --- | --- | --- |
| 14 | -4% | -11 | / | -20 | -2% |
| 15 | ? | 11 | 0 | 8 | -9% |
| 16 | ? | 9 | -1 | 10 | -14% |
| 17 | -4% | / | 7 | 6 | -4% |
| 18 | -12% | -8 | 1 | 7 | -5% |
| 19 | -2% | 1 | -1 | 10 | -12% |
| 20 | 2% | -11 | 7 | 6 | 0% |
| 21 | -2% | -14 | -1 | 5 | -2% |
| 22 | 2% | -10 | -1 | 23 | 0% |
| 23 | -12% | -44 | -4 | 6 | 1% |
| 24 | ? | -21 | 1 | 4 | 1% |
| 25 | -5% | 5 | 3 | 4 | -7% |
| 26 | -6% | -25 | -5 | -3 | -10% |
| 27 | 13% | -3 | / | -22 | -2% |
| 28 | 0% | 26 | 18 | -9 | 2% |
| 29 | 4% | 8 | / | 21 | 0% |
| 30 | 3% | -25 | 3 | 0 | 9% |

Next part
| no. | structure | NPC1 prom act | uPA generation | VP16 counter | Rab9 promoter act | FLuc modulator | RORg inh |
| --- | --- | --- | --- | --- | --- | --- | --- |
| 31 | Fc1ccc(Oc2cnc3ccccc3n2)cc1 | -11% | 5% | -5% | 1% | -14% | 2% |
| 32 | O=C(COC(=O)CSc1ccccc1)NCCNC(=O)COC(=O)CSc1ccccc1 | -3% | 3% | / | 3% | 12% | / |
| 33 | COc1ccc(CN(C)CC(=O)NCC(=O)Nc2c(C)cccc2C)cc1 | 2% | 7% | / | -5% | / | / |
| 34 | C=C(C)c1cccc(C(C)(C)NC(=O)N(Cc2ccccc2)Cc2ccco2)c1 | 0% | 9% | 0% | 7% | 0% | 19% |
| 35 | O=C(NCCO)C(=O)c1c(-c2ccccc2)cc2ccccn12 | -1% | 3% | -17% | -3% | 0% | 2% |

| no. | ELG1 genotox | KCNH2 3.1 inh | Coupling enz | Giardia killer | Tb PFK inh |
| --- | --- | --- | --- | --- | --- |
| 31 | -4% | / | 1 | -8 | -6% |
| 32 | 0% | 17 | / | -5 | -10% |
| 33 | 2% | 8 | / | ? | 11% |
| 34 | -4% | -3 | 0 | 15 | -3% |
| 35 | 2% | 8 | 0 | -12 | 4% |
